RECQ1 helicase: RECQ1 (human) helicase inhibition. P46063. RECQ1 DNA unwinding, red fluorescence kinetic read. Potency, µM (series often up to 57.3 µM), inactives show top-dose activity, negative = inhibition, actives largely listed as inhibitors. 240,000 tested, 0.54% active;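 further: plate controls were vehicle for no effect and no enzyme for full effect; nearly all actives have a fitted effect of over 30% in size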
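50 nM RECQ1T1 preincubated 15 min with compound in Tris pH 8.0 buffer with MgCl2, DTT, Tween-20 and 2.5 ug/ml poly(dI-dC); started with 200 nM TAMRA/BHQ-2 forked duplex and 2 mM ATP. Unwinding read as fluorescence (525/598 nm), two reads 2 h apart.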
L3MBTL1 block: inhibitors of human L3MBTL1; Q9Y468; AlphaScreen L3MBTL1–H3K9me1 peptide binding; Potency, µM (doses to about 57.1 µM), for inactives: at the highest dose activity, negative = inhibition, actives largely listed as inhibitors; 230,000 tested, 0.66% active; further: nearly all actives have a fitted effect of over 60% in size
Target sequence (Q9Y468 whole entry, looked up): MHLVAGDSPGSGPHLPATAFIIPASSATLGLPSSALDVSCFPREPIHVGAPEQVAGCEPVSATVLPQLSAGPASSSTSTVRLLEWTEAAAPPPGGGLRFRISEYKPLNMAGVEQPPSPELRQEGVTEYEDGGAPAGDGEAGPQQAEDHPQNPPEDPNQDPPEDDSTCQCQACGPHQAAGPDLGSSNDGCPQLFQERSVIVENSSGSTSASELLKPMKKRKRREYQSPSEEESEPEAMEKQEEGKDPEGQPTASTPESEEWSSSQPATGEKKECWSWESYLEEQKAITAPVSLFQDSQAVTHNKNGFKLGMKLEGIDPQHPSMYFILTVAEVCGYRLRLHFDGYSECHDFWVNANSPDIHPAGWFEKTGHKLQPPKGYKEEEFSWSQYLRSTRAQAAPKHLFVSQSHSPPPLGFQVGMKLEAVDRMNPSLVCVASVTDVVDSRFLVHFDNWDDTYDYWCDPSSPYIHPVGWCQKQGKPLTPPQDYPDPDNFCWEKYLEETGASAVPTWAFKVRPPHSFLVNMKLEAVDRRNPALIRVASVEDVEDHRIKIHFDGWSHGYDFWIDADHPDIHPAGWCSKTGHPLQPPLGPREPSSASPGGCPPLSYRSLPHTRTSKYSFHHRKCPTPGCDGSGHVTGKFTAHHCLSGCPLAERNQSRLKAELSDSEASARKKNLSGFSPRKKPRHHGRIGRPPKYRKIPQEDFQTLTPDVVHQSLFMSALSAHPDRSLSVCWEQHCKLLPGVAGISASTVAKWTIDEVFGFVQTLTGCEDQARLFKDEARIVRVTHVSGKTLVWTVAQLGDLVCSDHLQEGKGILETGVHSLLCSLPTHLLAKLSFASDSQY
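L3MBTL1 (50 nM) pre-complexed 30 min with biotinylated H3(1-15)K9me1 peptide (75 nM), then compounds added for 30 min at room temperature; AlphaScreen streptavidin donor/nickel chelate acceptor beads (10 ug/mL final) read after 30 min dark incubation.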
TRb SRC2 PPI: TRbeta-SRC2 interaction inhibition; AID 1469; Potency, µM (top dose mostly 106 µM), for inactives: top-dose activity change, negative = inhibition, hits mostly inhibitors; 280,000 tested, 0.065% active; TRbeta-SRC2 peptide binding, fluorescence polarization; receptor liganded with 1 µM T3;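 further: plate controls were bound peptide for no effect and peptide without receptor for full effect; nearly all actives have a fitted effect of over 50% in size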
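Each compound concentration gave % activity, normalized to unbound and bound Texas Red SRC2 controls, from polarization read after 5 hr ambient incubation with T3-loaded human TRb LBD.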
Tau fibril FP: blocks human tau fibril formation measured by polarization | P10636 | K18 P301L tau heparin fibrillization, Alexa594 FP, 6 h | 280,000 tested, 0.39% active | Potency, µM (top dose mostly 57.7 µM), for inactives: at the highest dose activity, negative = inhibition, hits mostly inhibitors; further: nearly all actives have a fitted effect of over 55% in size
Target sequence (P10636 561-689 P618L limits assumed): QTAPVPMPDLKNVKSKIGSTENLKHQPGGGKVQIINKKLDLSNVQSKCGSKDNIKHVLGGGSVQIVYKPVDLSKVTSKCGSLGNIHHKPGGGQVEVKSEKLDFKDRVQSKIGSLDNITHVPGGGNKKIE
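Compound effects on tau fibrillization are measured by Alexa 594 fluorescence polarization (ex 555, em 632 nm). K18 P301L tau is used at 15 uM with 0.24 uM labeled tracer, and 20 uM heparin induces aggregation over 6 hr at 37 C.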
TexasRed fluor: alters Texas Red total fluorescence, flagging assay interference | TRb/SRC2 Texas Red total fluorescence interference | Potency, µM (highest dose often 106 µM), for the others: top-dose fluorescence change, negative = quenching | 280,000 tested, 0.29% active | AID 1479; active means well fitted curve in either direction with a large enough effect; inconclusive means small, poorly fitted or top-dose-only effect
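Human TRβ ligand-binding domain (0.6 uM) and Texas Red SRC2 peptide (20 nM) in Tris buffer with 1 uM T3 and 5% DMSO were incubated with pinned compound for 5 hr at ambient temperature. Total fluorescence was computed as S + 2P (555/632 nm).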
JMJD2E inh: blocks human JMJD2E demethylase activity; B2RXH2; JMJD2E catalytic domain, FDH-coupled NADH fluorescence (FDH is formaldehyde dehydrogenase); Potency, µM (doses to about 57.1 µM), inactives show at the top dose activity change, negative = inhibition, actives largely listed as inhibitors; 230,000 tested, 1.6% active; AID 2147; active means well fitted inhibition curve with a large enough effect, not every such curve was filed as active; inconclusive means small, poorly fitted or top-dose-only effect, or another doubt; inactive means no such curve, though single readings can be large or run the other way;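 further: 0% = wells with enzyme and -100% = buffer wells without enzyme; nearly all actives have a fitted effect of over 50% in size; many of its hits are not listed in these tables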
Tau ThT inhib: blocks human tau fibril formation measured by thioflavin T. recombinant tau K18 P301L (four-repeat tau fragment), heparin-induced fibrillization, ThT fluorescence. Potency, µM (highest dose often 57.4 µM), without a hit: at the top dose activity, negative = inhibition, usual class: inhibitors. 270,000 tested, 2.1% active. AID 1460; further: nearly all actives have a fitted effect of over 55% in size
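Recombinant human tau K18 fragment […] carrying P301L, 15 uM unlabeled plus 0.24 uM Alexa 594-labeled, was fibrillized with 20 uM heparin in 100 mM sodium acetate pH 7 for 6 hr at 37 C; 30 uM ThT fluorescence read after 1 hr.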
GoLoco inh red: RGS12 GoLoco-Gai1 interaction inhibition | P63096 | Gai1:RGS12 GoLoco peptide FP, rhodamine, 10 min | Potency, µM (series often up to 61.6 µM), without a hit: at the top dose activity, negative = inhibition, most hits filed as inhibitors | 230,000 tested, 0.44% active; active means well fitted inhibition curve with a large enough effect, not every such curve was filed as active; inactive means no such curve, though single readings can be large or run the other way; further: nearly all actives have a fitted effect of over 30% in size; many of its hits are not listed in these tables
An asterisk follows results filed as active; i = inactive; u = inconclusive; x = not tested or not shown; [ ] = remark or other dose. Unless noted, the call rests on the fitted dose curve; in most records, active means well fitted curve in the direction sought with a large enough effect; inconclusive means small, poorly fitted or top-dose-only effect, or another doubt; inactive means no such curve, though single readings can be large; an effect the other way counts as inactive or inconclusive. Unless noted, on the % scale 0 is the no-effect control and ±100 the full control effect; potency means the concentration at half of the fitted maximal effect. Not all compounds are listed; count on the stated rates, not on these rows.

SMILES | RECQ1 helicase | L3MBTL1 block | TRb SRC2 PPI | Tau fibril FP | TexasRed fluor | JMJD2E inh | Tau ThT inhib | GoLoco inh red
CN(C)C1C(=O)C(C(N)=O)=C(O)[C@@]2(O)C(=O)C3=C(O)c4c(O)ccc(Cl)c4[C@@H](O)C3C[C@@H]12 (stereo partly specified) | -7.9% | x | 3.5% | u | 0.4% | u | u | -4.2%
COc1ccc(/C=C2\C(=O)N(Cc3ccc(F)cc3)CC(=O)N2Cc2ccccc2)cc1 | -11.0% | 1.7% | 4.6% | 5.4% | 0.4% | -0.9% | -10.5% | -0.1%
COC(=O)c1ccc(CN2CCN(Cc3ccc(F)cc3)C(CCO)C2)cc1 (stereo unspecified) | -4.5% | -5.5% | -9.2% | 2.7% | -0.1% | -2.9% | 3.9% | -1.2%
COc1ccc(Cn2c(C3CC3)nc3ccc(NC(=O)c4ccco4)cc3c2=O)cc1 | -5.8% | 1.5% | 5.4% | -1.4% | -1.1% | x | -7.9% | 2.2%
Cc1ccc(C(=O)Nc2cccc(C(F)(F)F)c2)cc1NC(=O)c1cnnc2ccccc12 | i | x | 10.8% | u | -1.6% | 2.1% | 13.5% | -7.9%
O=C(NC(=O)N1CCN(c2ccc([N+](=O)[O-])cn2)CC1)c1c(Cl)cccc1Cl | i | x | 0.5% | 2.3% | -3.8% | -0.4% | x | 7.9%
O=C(Oc1ccc2ccccc2c1Cl)N1CCCC1 | 0.2% | 2.4%[11.4 µM] | -5.3% | 3.0% | -1.2% | 3.3% | -17.5% | 2.6%
O=C(COc1cccc(Cl)c1)Nc1nc(-c2ccc(S(=O)(=O)N3CCOCC3)cc2)cs1 | 8.1% | -10.1% | 1.4% | -0.4% | -3.0% | 4.4% | 6.7% | -2.3%
Cc1noc(C)c1-c1nc(NCc2cccnc2)c2ccccc2n1 | -11.0% | x | 4.0% | 0.1% | -0.8% | 1.3% | u | -5.7%
Cc1ccc(CN2CCC(CNC(=O)c3cnn(-c4ccccc4Cl)c3C3CCN(C(=O)OC(C)(C)C)CC3)CC2)cc1 | x | x | -1.0% | 0.8% | -36.8% | x | -12.4% | x
Cc1ccc2oc(=O)n(CCCOc3ccccc3Cl)c2c1 | x | x | 3.1% | u | -22.7% | x | u | x
N#Cc1cccc(NC(=O)c2ccccc2C(=O)O)c1 | -2.1% | x | 8.4% | 3.4% | 1.3% | -5.9% | -7.6% | -11.3%
COc1cccc(-c2cn3nc4c(nc3n2)CCCC4)c1 | -6.1% | 4.7% | -4.5% | u | -10.1% | 22.4µM* | 14.1µM* | 62.1%[activator]
Fc1ccc(-c2nc3ccccc3[nH]2)cc1 | i | -2.8% | -2.1% | -3.2% | -1.3% | u | 1.2% | -2.1%
COc1ccc(C(=O)Nc2nnc(SCc3cc(=O)c4cc(C)cc(C)c4[nH]3)s2)cc1 | x | x | 1.1% | -2.2% | -3.0% | x | u | x
COc1ccccc1NC(=O)CN1CCN(c2ccccc2OC)CC1 | i | -11.4% | 5.6% | 3.2% | -4.0% | -8.9% | -8.5% | 0.0%
CC(=O)C1=C(C)NC(=O)NC1c1cccs1 (stereo unspecified) | -9.3% | x | 2.9% | 2.2% | 1.7% | 6.2% | -3.7% | -7.4%
COc1ccc2nc(NC(=O)CCNS(=O)(=O)c3ccc4c(c3)oc(=O)n4C)sc2c1 | -0.4% | -5.7% | 8.0% | -4.2% | 0.9% | 3.5% | -6.2% | 7.3%
CCCCN1C(=O)C(O)(c2c[nH]c3ccccc23)c2cc(Br)ccc21 (stereo unspecified) | x | x | -3.8% | -1.3% | u | x | -10.8% | x
COC(=O)c1ccc(C2/C(=C(\O)c3cccc(OC)c3)C(=O)C(=O)N2CCCN2CCOCC2)cc1 (stereo unspecified) | -2.1% | 7.8% | 1.6% | 2.8% | 0.9% | -24.4% | 3.4% | 2.3%
CCn1nc(C(=O)OCC(=O)NCCN2C(=O)CSC2=O)c2ccccc2c1=O | -3.5% | -0.2% | 2.4% | 6.3% | 1.2% | 3.1% | -4.2% | -15.8%
CC1=C(C(=O)N2CCOCC2)C(c2cccc(C)c2)NC(=S)N1 (stereo unspecified) | -3.1% | 5.9% | -4.8% | 2.5% | 0.6% | -2.2% | 3.3% | 9.6%
O=C(CCNC(=O)c1ccccc1Cl)Nc1nccs1 | -1.9% | x | 3.2% | 2.0% | -2.6% | 10.1% | -4.1% | -9.2%
O=C(NC1=NCCS1)C1COc2ccccc2O1 (stereo unspecified) | 2.6% | -1.1% | -3.4% | 3.9% | -2.5% | 10.8% | -10.6% | 3.0%
COc1cc(CN2CCN(C(=O)c3ccc(-c4ccccc4)cc3)CC2)cc(OC)c1OC | 11.6% | 28.8% | -4.3% | 12.5% | -3.1% | -6.2% | -5.6% | 2.4%
(more compounds)
SMILES | RECQ1 helicase | L3MBTL1 block | TRb SRC2 PPI | Tau fibril FP | TexasRed fluor | JMJD2E inh | Tau ThT inhib | GoLoco inh red
CC1CC(C)CN(C(=O)c2ccc(CSc3nc4ccncc4[nH]3)cc2)C1 (stereo unspecified) | -8.2% | -3.2% | 7.0% | -3.3% | 0.9% | 13.9% | -1.8% | -14.1%
NC(=O)c1ccc(-n2nnnc2Oc2ccccc2C(=O)N2CCOCC2)cc1 | -12.3% | -4.8% | -20.2% | -0.4% | 4.4% | 2.9% | 7.3% | -5.9%
CCNC(=O)CN(Cc1ccccc1)S(=O)(=O)c1ccccc1 | -6.8% | x | -1.0% | -4.6% | -2.1% | 7.0% | -12.3% | -4.3%
CCn1c(CNC(=O)Cc2ccc(OC)cc2)nnc1SCC(=O)Nc1ccc(C(=O)O)cc1 | -1.7% | 8.5% | -2.7% | 0.3% | -1.2% | -6.5% | -6.8% | -4.4%
Cc1ccc(CSc2nnc(-c3ccccn3)n2C)cc1 | i | 0.0% | -1.5% | -1.6% | -2.7% | 2.2% | -9.9% | 1.2%
COc1ccc(CCNC(=O)COC(=O)Cc2cc(OC)c(OC)c(OC)c2)cc1 | -2.4% | x | -6.8% | -6.2% | 0.8% | 22.4% | -2.2% | 6.2%
COc1ccc(-c2noc(CC(=O)Nc3ccc(C)c(F)c3)n2)cc1 | x | x | -3.7% | -1.4% | -2.1% | x | 0.4% | x
COc1ccc(Nc2ccc(N3C(=O)CCCC3=O)cc2[N+](=O)[O-])cc1OC | -5.1% | -2.3% | 5.7% | -0.5% | -2.7% | 2.8% | u | 5.7%
O=C1CCC(=O)N1N1C(=O)C2C3c4ccccc4C(c4ccccc43)C2C1=O (stereo unspecified) | 28.1% | -7.5% | 2.9% | -3.5% | -1.0% | -1.1% | 10.8% | 6.6%
CCOc1ccc(NC(=O)COC(=O)Cc2ccc(S(=O)(=O)N3CCOCC3)s2)cc1 | -19.9% | x | 10.1% | 10.9% | 3.9% | 6.9% | -11.5% | 210.4%[activator]
CCC(=O)/C=C1/Sc2ccc(OC)cc2N1CC | -4.8% | -2.9% | -11.1% | -4.6% | -2.5% | 2.4% | u | 3.9%
COc1ccc(NC(=O)CSc2nnc(NC(=O)c3ccccc3C(=O)O)s2)cc1 | 1.9% | -0.4% | -6.1% | -6.5% | -0.9% | 4.6% | u | -4.2%
CCN(CCCNC(=O)c1cc(Nc2ccccc2OC)nc2ccccc12)c1cccc(C)c1 | x | x | 0.8% | 15.0% | -1.2% | x | u | x
COc1cccc(C2C(C(=O)c3sc(C)nc3C)=C(O)C(=O)N2CCN2CCOCC2)c1OC (stereo unspecified) | i | 6.0% | 8.1% | -6.8% | 3.7% | -4.0% | -0.9% | -5.8%
NC(N)=NC1=NC(=O)C(Cc2ccccc2Cl)S1 (stereo unspecified) | -7.0% | 3.6% | 0.5% | -2.9% | -1.4% | -10.0% | -1.9% | 1.5%
O=C(Oc1ccccc1/C=C\C(=O)c1cc2ccccc2o1)c1ccccc1 | -6.4% | -15.8% | 13.8% | 5.6% | -3.6% | -15.0% | u | 4.2%
O=C(OCc1ccccc1)c1ccc(Br)o1 | -11.4% | 5.3% | -3.5% | -0.8% | 2.0% | 0.4% | -1.4% | 3.0%
O=c1oc2ccccc2c(O)c1C=NCc1ccccn1 | 9.7% | 15.8µM* | 8.0% | -2.4% | 2.0% | 2.9% | -19.5% | 6.1%
Cc1cccc(NC(=O)NC(=S)NC(=O)c2ccccc2)c1 | -9.4% | 1.2% | 0.5% | u | 0.3% | 7.0% | u | 13.6%
CCN(C(=O)Cn1c(=O)n(Cc2ccc3c(c2)OCO3)c(=O)c2ccc(C(=O)NC3CCCCC3)cc21)c1cccc(C)c1 | x | x | -1.4% | -14.3% | -0.2% | x | -7.1% | x
CCc1ccc(/C=C2\Oc3ccc(C(=O)OC)cc3C2=O)cc1 | -4.5% | 8.5% | 6.2% | 8.1% | -5.4% | 11.2% | u | 4.2%
COc1ccc(-c2cc(C(N)=O)nc(N3CCCCCC3)n2)cc1 | i | 7.6% | 3.9% | -1.6% | -6.3% | u | -3.2% | 4.5%
O=C(NCCc1ccccc1)c1cccs1 | i | x | 2.2% | -5.1% | 3.9% | -0.1% | -14.5% | 5.2%

Some of the entries so far, tab-delimited:
Structure	RECQ1 helicase	L3MBTL1 block	TRb SRC2 PPI	Tau fibril FP	TexasRed fluor	JMJD2E inh	Tau ThT inhib	GoLoco inh red
NC(=O)c1ccc(-n2nnnc2Oc2ccccc2C(=O)N2CCOCC2)cc1	-12.3%	-4.8%	-20.2%	-0.4%	4.4%	2.9%	7.3%	-5.9%
CCN(CCCNC(=O)c1cc(Nc2ccccc2OC)nc2ccccc12)c1cccc(C)c1	x	x	0.8%	15.0%	-1.2%	x	u	x
COc1ccc(-c2noc(CC(=O)Nc3ccc(C)c(F)c3)n2)cc1	x	x	-3.7%	-1.4%	-2.1%	x	0.4%	x
COc1ccc(-c2cc(C(N)=O)nc(N3CCCCCC3)n2)cc1	i	7.6%	3.9%	-1.6%	-6.3%	u	-3.2%	4.5%
COc1ccc(CCNC(=O)COC(=O)Cc2cc(OC)c(OC)c(OC)c2)cc1	-2.4%	x	-6.8%	-6.2%	0.8%	22.4%	-2.2%	6.2%
